Screens deposited in PubChem by Sanford-Burnham Center for Chemical Genomics.
hIAP block = human IAP inhibition; P09923; purified IAP, CDP-Star luminescence, 30 min; inhibition, % at 10 µM; hit rate 0.12% among 330,000; AID 2544;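 active = inhibition reaching a set limit with compound at 10 µM in the primary screen, cut at about 35% in these data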;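 note: plate controls were DMSO wells with enzyme for no effect and no-enzyme buffer wells for full effect; values of inactives mirror those of a sister screen read the other way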
Target sequence (P09923 whole entry, looked up): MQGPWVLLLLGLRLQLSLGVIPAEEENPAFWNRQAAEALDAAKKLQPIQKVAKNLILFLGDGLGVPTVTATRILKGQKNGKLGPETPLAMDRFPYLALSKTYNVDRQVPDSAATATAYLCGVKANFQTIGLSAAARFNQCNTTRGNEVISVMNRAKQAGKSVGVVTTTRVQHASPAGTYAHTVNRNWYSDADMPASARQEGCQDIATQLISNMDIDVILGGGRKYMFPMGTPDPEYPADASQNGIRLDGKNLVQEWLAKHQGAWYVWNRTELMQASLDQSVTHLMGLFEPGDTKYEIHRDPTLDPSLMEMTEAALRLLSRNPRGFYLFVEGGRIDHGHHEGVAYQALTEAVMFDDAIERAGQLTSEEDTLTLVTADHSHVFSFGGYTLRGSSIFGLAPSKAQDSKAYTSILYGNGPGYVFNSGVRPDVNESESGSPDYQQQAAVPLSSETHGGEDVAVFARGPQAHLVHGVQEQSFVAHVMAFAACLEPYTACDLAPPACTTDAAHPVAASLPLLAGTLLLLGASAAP
mIAP inh = mouse IAP inhibition | hit rate 0.2% among 330,000 | AID 2806 | purified mouse IAP, CDP-Star luminescence, 30 min | inhibition, % at 10 µM;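 active = inhibition of at least 40% at 10 µM in the primary screen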;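 note: plate controls were DMSO with enzyme for no effect and no enzyme wells for full effect; values of inactives mirror those of a sister screen read the other way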
MPTP block = permeability transition pore inhibition | isolated mouse mitochondria, Ca2+ swelling absorbance, 30 min | inhibition, % at 10 µM | hit rate 1.4% among 360,000 | AID 602449;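 active = inhibition of 50% or more, scaled per plate between neutral and stimulator controls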;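 note: 0% = DMSO wells given calcium and 100% = 1 mM EGTA wells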
NR3A LBD binder = modulates the human NR3A ligand-binding domain. AID 1259313. Tm shift relative to glycine control, % at 25 µM. NR3A LBD differential scanning fluorimetry, Tm shift; 0% = protein alone, 100% = glycine-bound protein. hit rate 2.5% among 340,000;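 active = melting temperature shift of at least 10% of the positive control shift, at one fixed dose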
MIN6 prolif = induces beta-cell replication in MIN6 cells; MIN6 cells proliferation, ATPlite luminescence, 48 h; cells starved in 0.2% serum; 100% = growth in 10% serum; proliferation, % at 10 µM; hit rate 0.29% among 330,000; AID 2380;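 active = compounds whose signal lies at least 3.5 SD above the mean of all wells on their plate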;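 note: 0% = DMSO-treated cells in low-serum medium and 100% = 10% serum control; some compounds called inactive have numbers as strong as hits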
APOBEC3G inh = blocks human APOBEC3G single-stranded DNA deamination; recombinant A3G, ssDNA deamination FAM/TAMRA fluorescence; inhibition, % at 20 µM; hit rate 0.28% among 330,000; AID 493012;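 active = inhibition of at least 40% at 20 µM, with no more than 30% in the related APOBEC3A deaminase screen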;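 note: plate controls were DMSO wells with A3G for no effect and wells lacking A3G enzyme for full effect; some compounds called inactive have numbers as strong as hits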
mIAP act = increases mouse intestinal alkaline phosphatase activity; activation factor at 10 µM; muIAP, CDP-Star luminescence, 30 min; stronger effect = higher value; 1 = vehicle-only enzyme signal, 0 = enzyme-free wells; hit rate 0.24% among 330,000;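 active = activation factor of at least 2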; note: the source names both 10 and 20 µM as test concentration; values of inactives mirror those of a sister screen read the other way
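Assay system: mouse IAP enzyme / Compound: DMSO-dissolved test compounds / Timing: 30 min, room temperature / Measured by: luminescence from enzymatic CDP-Star hydrolysis / Control set: DMSO-only wells, enzyme-free buffer wells as negative control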
hIAP act = increases human intestinal alkaline phosphatase activity; activation factor at 10 µM; hit rate 0.16% among 330,000; purified human IAP, CDP-Star luminescence, 30 min; stronger effect = higher value; 1 = vehicle-only enzyme, 0 = enzyme-free background;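 active = activation factor of the enzyme at least 2-fold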; note: the source names both 10 and 20 µM as test concentration; values of inactives mirror those of a sister screen read the other way
A3A deaminase = inhibitors of human APOBEC3A DNA deaminase; P31941; recombinant A3A, FAM/TAMRA ssDNA deamination fluorescence; inhibition, % at 20 µM; hit rate 0.41% among 330,000;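 active = at least 40% inhibition at 20 µM here, with at most 30% in a related deaminase screen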;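 note: plate controls were A3A with DMSO for no effect and wells lacking A3A enzyme for full effect; some results filed as inactive read as strong as hits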
Target sequence (P31941 whole entry, looked up): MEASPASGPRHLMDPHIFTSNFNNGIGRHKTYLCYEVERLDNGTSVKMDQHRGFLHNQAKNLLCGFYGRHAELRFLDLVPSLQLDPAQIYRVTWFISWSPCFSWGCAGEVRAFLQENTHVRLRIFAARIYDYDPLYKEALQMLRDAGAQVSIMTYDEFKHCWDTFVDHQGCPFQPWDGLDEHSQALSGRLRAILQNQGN
The depositor's hits bear a star; . = no result given.

SMILES	hIAP block	mIAP inh	MPTP block	NR3A LBD binder	MIN6 prolif	APOBEC3G inh	mIAP act	hIAP act	A3A deaminase
O=C(c1ccc2c(c1)OCO2)N1CCC2(CC1)Oc1ccc(F)cc1C(=O)C21CC(c2ccccc2)=NO1 (stereo unspecified)	2	6	1.4	-2	-8	4	0.94	0.98	4
O=C(Cn1cncn1)NCCC(c1ccccc1)c1ccccc1	-6	-1	-2.9	0	1	-3	1	1.1	0
Nc1nonc1C(=O)N/N=C/c1ccc(Br)o1	-10	-5	8.0	1	-3	-3	1.1	1.1	-3
O=C(O)CCCC(=O)Nc1nncs1	8	1	-0.5	0	3	-5	0.99	0.92	-1
Cc1ccc(CC(=O)NC2CCN(Cc3ccccc3)CC2)cc1	-32	4	1.9	-2	1	1	0.96	1.3	-4
Cc1cc(Nc2nn(C)c(N)c2C#N)ccc1F	-4	-10	0.8	0	-3	-7	1.1	1	-3
O=C(CN(C(=O)c1csnn1)c1ccc(F)c(Cl)c1)NCc1ccccc1	11	11	-1.5	1	1	-8	0.89	0.89	-4
Cc1c(C(=O)N2CCCCCC2)nnn1-c1nonc1N	-5	-6	2.2	-1	2	-5	1.1	1.1	-5
CS(=O)(=O)N(CC(=O)N1CCc2ccccc2C1)c1ccccc1Br	-2	-4	0.3	2	-1	-3	1	1	-3
CCN1C(=O)N(CC)C(O)(c2ccccc2)C1(O)c1ccccc1 (stereo unspecified)	6	-8	0.0	-6	-1	-7	1.1	0.94	-4
Cc1ccc2c(c1)c(-c1csc(N)n1)c(C)n2C	12	7	-1.0	-2	0	-3	0.93	0.88	-2
CNc1oc(Cc2ccccc2)nc1S(=O)(=O)c1ccc(Cl)cc1	11	8	4.9	-3	-3	1	0.93	0.89	3
CCOc1c2ccoc2nc2c(OC)c(OC)ccc12	-8	2	-0.2	-3	-3	0	0.98	1.1	7
CC(=O)c1c(C)nc(-c2ccccc2)nc1N	-29	-1	-0.8	-1	-2	-5	1	1.3	-4
CCC(=O)c1ccc(OCC(O)CN2CCN(c3ccc(F)cc3)CC2)cc1 (stereo unspecified)	6	7	2.7	0	0	-4	0.93	0.94	-3
CC(OC(=O)c1ccncc1)C(=O)Nc1cccc(Cl)c1 (stereo unspecified)	-15	9	-3.2	0	-2	-9	0.91	1.2	-4
COc1cc(OC)cc(N2CCN(S(=O)(=O)c3ccc(-n4cnnn4)cc3)CC2)c1	-12	0	-0.2	-1	-5	-3	1	1.1	-2
Cc1ccc(NS(=O)(=O)c2c(C)[nH]c(C)c2C(=O)N2CCCCC2)c(Br)c1	-10	11	-1.0	0	1	-4	0.89	1.1	-4
Cn1c(SCCOc2ccccc2F)nc2ccccc2c1=O	-4	0	-4.8	1	-2	-9	1	1	1
O=S(=O)(c1ccc(Cl)s1)N1CCC(Cc2ccccc2)CC1	-5	11	8.7	-1	-6	-1	0.89	1.1	3
O=C(O)COc1ccccc1/C=N/NC(=O)c1cc(-c2ccc(Cl)cc2)nc2ccccc12	-42	11	2.7	-2	-3	2	0.89	1.4	10
CC(OC(=O)c1cccc(Cl)c1)C(=O)NC1CCCCC1C (stereo unspecified)	4	11	-1.6	-3	-1	-9	0.89	0.96	-4
COc1ccc(-c2c(C(F)(F)F)nn(C)c2NC(=O)CSCC(=O)O)cc1	2	-3	2.2	4	-3	-6	1	0.98	-1
CCN1/C(=C2\C(=O)N(C)C(=S)N2C)C=Cc2cc(C)ccc21	25	18	15	3	-1	-3	0.82	0.75	1
CCN1CCN(C(=O)c2cn(CC)c3ccc(S(=O)(=O)N(C)C)cc3c2=O)CC1	0	3	-0.8	3	-1	6	0.97	1	3
Cc1cccc(N2CCN(C(=O)CNC(=O)c3ccccc3)CC2)c1C	-5	-1	0.4	2	0	-5	1	1	-2
CCOc1ccc(OCC)c(NC(=O)CN2CCN(CC)CC2)c1	-13	0	3.0	3	-3	8	1	1.1	-5
COc1ccc(NC(=O)CCC(=O)N2CCOCC2)c([N+](=O)[O-])c1	-10	1	0.2	5	5	1	0.99	1.1	2
O=C(CNS(=O)(=O)c1ccc(F)cc1)N1CCOCC1	-8	-4	1.6	-2	7	-8	1	1.1	-2
O=C(c1ccc(N2CCN(C(=O)c3ccccc3Br)CC2)cc1)c1cccc(F)c1	-23	-4	-0.3	-1	-7	9	1	1.2	4
CCOC(=O)C1=C(C)c2ccccc2N(C(=O)OC)C1(C)C(=O)OCC (stereo unspecified)	.	10	0.2	-2	.	12	0.9	.	3
CC(C)c1nc(SCC(=O)Nc2cccc(C(=O)O)c2)c2c3c(sc2n1)CCCC3	1	8	-2.6	-9	-2	-4	0.92	0.99	2
CCN(CC(=O)NCc1ccc(F)cc1)S(=O)(=O)c1ccc(Cl)s1	5	3	-0.6	2	-3	2	0.97	0.95	3
Cc1ccc(C)c(N(CC(=O)N2CCCC2)S(C)(=O)=O)c1	-5	-7	-1.1	-1	2	-5	1.1	1.1	-8
Nc1ccc(Br)cc1-c1nc2ccccc2[nH]c1=O	-1	1	1.4	0	-5	-8	0.99	1	-2
CCC1CCCCN1S(=O)(=O)Cc1ccccc1Cl (stereo unspecified)	4	6	0.5	-2	-2	0	0.94	0.96	0
COc1cc2nc(CN(C)Cc3ccc(OC)c(OC)c3OC)[nH]c(=O)c2cc1OC	-32	-2	-0.5	0	-1	-5	1	1.3	1
O=C(Nc1ccc(F)cc1)C1CCCN1S(=O)(=O)c1ccc(Br)cc1 (stereo unspecified)	-12	6	-1.3	4	7	-7	0.94	1.1	-4
CC(=O)Nc1ccc(S(=O)(=O)N2CCC(NC(=O)C(Cc3ccccc3F)NC(C)=O)CC2)cc1 (stereo unspecified)	-2	0	-1.0	0	0	-2	0.99	1	-2
O=C1CCCc2c1cc(C(=O)NC1CCSC1=O)c(=O)n2-c1ccccc1 (stereo unspecified)	6	-7	-4.4	0	-4	-1	1.1	0.94	-1
CC(=O)c1sc(N/N=C/c2ccc(C(C)C)cc2)nc1C	-10	13	11	-1	-4	-10	0.87	1.1	-6
C=CCn1c(SCC(=O)c2ccccc2)nnc1-c1ccc2c(c1)OCO2	-8	0	-1.8	1	-2	-7	1	1.1	1
O=C(c1ccc(S(=O)(=O)N2CCCCCC2)cc1)N1CCN(c2ccccc2)CC1	23	-2	-0.7	-1	-3	-13	1	0.77	0
COc1ccc(OC)c(CCNC(=O)c2sc3nc4n(c(=O)c3c2C)CCC4)c1	28	12	-1.4	0	-1	0	0.88	0.72	0
O=C(CN1C(=O)NC2(CCCC2)C1=O)Nc1nc2ccc(F)cc2s1	12	-1	-2.0	2	-5	-9	1	0.88	-2
O=C(CN1CCN(S(=O)(=O)/C=C/c2ccccc2)CC1)NC(=O)NCc1ccco1	-13	1	0.2	-3	-1	10	0.99	1.1	18
COc1cc2c(cc1C1C(C#N)=C(N)OC3=C1C(=O)CC(C)(C)C3)OCO2 (stereo unspecified)	-1	10	-1.3	0	4	-1	0.9	1	2
CC(=O)Nc1cc(-c2ccccc2)ccc1O	-11	-6	3.1	1	-4	16	1.1	1.1	47*
COC(=O)c1ccc(S(=O)(=O)N2CCc3ccccc32)cc1	16	-12	-0.3	-1	-1	5	1.1	0.84	2
O=C(NNc1ccc(C2CCCCC2)cc1)C(O)(c1ccccc1)c1cccs1 (stereo unspecified)	13	-1	0.8	4	-6	3	1	0.87	1
COc1cccc(-c2c(C(=O)N/N=C(\C)c3cccnc3)nnn2-c2nonc2N)c1	8	4	0.7	2	3	-9	0.96	0.92	-5
COc1ccc(C)cc1NC(=O)C(C)N(c1ccc(C)cc1)S(C)(=O)=O (stereo unspecified)	20	10	-1.8	-3	-1	-2	0.9	0.8	1
CNC(=S)N(CCc1ccc(OC)c(OC)c1)C1CC(=O)N(c2ccccc2)C1=O (stereo unspecified)	-31	-11	3.5	-2	-2	-6	1.1	1.3	-4
C=CCOc1cccc(CNn2nnnc2N)c1	9	6	1.1	-2	-4	-2	0.94	0.91	3
COC(=O)c1sc(-c2ccccc2)cc1NC(=O)c1ccc(F)cc1	7	7	0.2	0	-2	-4	0.93	0.93	-3
Cc1ccccc1OCC(=O)N1CCc2ccccc2C1	-36	2	-1.0	-3	-1	-8	0.98	1.4	-8
O=C1CCc2cc(S(=O)(=O)Nc3ccccc3F)ccc2N1	-7	5	-1.0	1	0	6	0.95	1.1	99*
COCCn1c(=S)[nH]c2ccc(N(C)C)cc2c1=O	-59	1	1.5	-1	2	-5	0.99	1.6	-5
CCOc1ccccc1CN1CCN(Cc2csc(C(C)=O)c2)CC1CCO (stereo unspecified)	18	0	-1.2	1	-1	-10	1	0.82	-3
COc1ccc(F)cc1C(=O)C1CCCN(Cc2ccc3c(c2)OCCO3)C1 (stereo unspecified)	-34	0	0.4	0	-2	-2	0.99	1.3	2
Other results follow.
SMILES	hIAP block	mIAP inh	MPTP block	NR3A LBD binder	MIN6 prolif	APOBEC3G inh	mIAP act	hIAP act	A3A deaminase
CCOC(=O)Cn1c2ccccc2c2nc(C)sc21	19	-1	-0.4	1	-2	-2	1	0.81	5
CC(=O)Nc1cccc(OCc2cnc(Cl)s2)c1	10	2	-1.0	1	1	-6	0.98	0.9	1
Cc1nnc(NC(=O)C(C)Sc2nnc(CCNC(=O)c3ccccc3F)n2C)s1 (stereo unspecified)	12	6	-1.0	-2	-1	-10	0.94	0.88	-1
CC(NC(=O)c1ccc([N+](=O)[O-])o1)C12CC3CC(CC(C3)C1)C2 (stereo unspecified)	1	-8	-0.7	-1	-3	-3	1.1	0.99	-4
COc1ccc(-c2c(C)sc(NC(=O)c3ccnn3C)c2C#N)cc1	24	8	32	-1	0	1	0.92	0.76	-1
Cc1cc(C)n2nc(SC(C)C(=O)NCc3ccco3)nc2n1 (stereo unspecified)	5	8	0.3	3	0	-2	0.92	0.95	9
C=CCOc1ccc(C(=O)NC2CCCCC2)cc1	0	-3	1.2	-4	-2	-1	1	1	-2
Cc1ncsc1C(=O)N1N=C2/C(=C/c3ccccc3)CCCC2C1c1ccccc1 (stereo unspecified)	-2	3	-1.9	8	-6	1	0.97	1	3
Cc1cc(=O)oc(C)c1C(=O)Nc1cnc2ccccc2c1	6	2	-2.5	-2	-3	-7	0.98	0.94	-1
O=C(NCc1n[nH]c(=S)n1-c1ccccc1)c1ccco1	-20	-19	-1.9	0	-2	3	1.2	1.2	-5
C/C(N)=C(/C#N)C(=O)CSc1nc2ccccc2c(=O)n1-c1ccc(C)cc1	2	5	.	.	-1	-6	0.95	0.98	-7
CN1CCN(C(=O)C2=C[C@@H](C3CCCCC3)C[C@@H](OCCCCO)O2)CC1	-9	-15	0.3	-2	-1	-7	1.1	1.1	-2
O=C1NC(=O)C2(COC(c3ccccc3Cl)OC2)S1 (stereo unspecified)	10	1	1.5	2	-4	-5	0.99	0.9	-2
COc1ccc2cc3cc(C(=O)NCc4ccco4)oc3nc2c1	-22	-1	-1.5	1	-3	3	1	1.2	3
O=C(/C=C/c1ccc([N+](=O)[O-])cc1)c1cccnc1	-15	2	0.2	24*	-5	1	0.98	1.1	3
CN(C/C(O)=C(\C#N)c1ccccc1)C1CCCCC1	6	-3	-0.8	-2	4	-9	1	0.94	-6

Look-ups from the entries so far:
For APOBEC3G inh, COC(=O)c1ccc(S(=O)(=O)N2CCc3ccccc32)cc1 has the entry 5
For hIAP block, Cc1cc(C)n2nc(SC(C)C(=O)NCc3ccco3)nc2n1 (stereo unspecified) has the entry 5
For MIN6 prolif, CC(=O)c1c(C)nc(-c2ccccc2)nc1N has the entry -2
